CHRM1 antagonist = human CHRM1 antagonism; CHO-K1 hM1, Fluo-8 calcium fluorescence, ACh EC80 antagonist; 360,000 compounds, 1.3% hits; inhibition, % at 3 µM;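 active means percent inhibition above its own plate's cutoff, namely the mean of that plate's compound wells plus 3 SD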;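 further: peak over basal fluorescence ratio during 140 s after agonist addition; 0% = ACh EC80 plus DMSO and 100% = DMSO alone without agonist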
Target sequence (P11229 whole entry, looked up): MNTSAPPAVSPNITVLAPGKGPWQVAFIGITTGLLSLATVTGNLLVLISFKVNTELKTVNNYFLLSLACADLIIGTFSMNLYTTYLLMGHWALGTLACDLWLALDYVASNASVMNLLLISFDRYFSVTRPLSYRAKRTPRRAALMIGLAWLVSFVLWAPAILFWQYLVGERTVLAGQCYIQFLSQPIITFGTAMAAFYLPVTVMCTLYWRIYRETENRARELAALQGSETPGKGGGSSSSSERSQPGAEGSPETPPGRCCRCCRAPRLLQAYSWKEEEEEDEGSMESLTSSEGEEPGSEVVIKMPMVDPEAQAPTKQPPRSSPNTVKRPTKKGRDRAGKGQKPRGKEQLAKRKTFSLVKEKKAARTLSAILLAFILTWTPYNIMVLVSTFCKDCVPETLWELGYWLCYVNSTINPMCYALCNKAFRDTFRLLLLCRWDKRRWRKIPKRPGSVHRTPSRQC
CHRM1 PAM = human CHRM1 positive allosteric modulation; activation, % at 3 µM; CHO-K1 hM1, Fluo-8 calcium fluorescence, ACh EC20; 0% = ACh EC20, 100% = maximal ACh; 360,000 compounds, 0.088% hits; in the data active means activation above about 19%, passing the limit was not always enough
M4 ag = CHRM4 agonism in calcium assay. activation, % at 3 µM. CHO-K1 hM4/Gqi5, Fluo-8 calcium fluorescence; vehicle 0%, full acetylcholine response 100%. P08173. 360,000 compounds, 0.14% hits;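 active means activation above the run mean over all test wells plus 3 SD, cut at about 32% in these data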;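 further: peak over basal fluorescence ratio per well then scaled between controls; 0% = DMSO wells and 100% = acetylcholine at EC100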
Target sequence (P08173 whole entry, looked up): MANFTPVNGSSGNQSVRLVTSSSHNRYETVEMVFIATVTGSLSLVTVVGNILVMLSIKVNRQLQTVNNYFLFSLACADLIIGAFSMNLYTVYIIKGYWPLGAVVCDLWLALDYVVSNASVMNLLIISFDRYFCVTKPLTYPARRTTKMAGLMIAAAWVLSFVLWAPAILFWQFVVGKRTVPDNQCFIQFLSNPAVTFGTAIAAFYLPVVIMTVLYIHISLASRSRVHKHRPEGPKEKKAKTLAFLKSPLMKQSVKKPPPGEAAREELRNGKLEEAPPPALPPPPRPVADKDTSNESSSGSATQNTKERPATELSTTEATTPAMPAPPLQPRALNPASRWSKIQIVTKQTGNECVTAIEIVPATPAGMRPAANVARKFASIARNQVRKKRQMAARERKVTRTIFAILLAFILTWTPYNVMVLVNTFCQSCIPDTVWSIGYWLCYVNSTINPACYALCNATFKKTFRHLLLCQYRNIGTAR
CRFBP-R2 agonist = agonists of human CRF-binding protein/CRF-R2 receptor complex; activation, % at 13.2 µM; 350,000 compounds, 0.46% hits; AID 588473; HEK293 CRF-R2/CRF-BP, calcium dye fluorescence (FLIPR); percent of saturating CRF peptide response;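 active means activation of at least 50%, plus an integration ratio under a set limit after plate pattern correction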;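 further: plate controls were neutral control wells without compound for no effect and CRF at EC100 for full effect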
CHRM5 PAM = potentiates acetylcholine response at human M5 receptor | activation, % at 3 µM | P08912 | CHO-K1 hM5, Fluo-8 calcium, ACh EC20 PAM; 0% = ACh EC20, 100% = ACh EC100 | 360,000 compounds, 0.3% hits;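 active means activation above the run cutoff, the mean activation of all test compounds plus 3 SD, cut at about 18% in these data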
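Assay system: CHO-K1 hM5 cells / Incubation: Fluo-8 loading 80 min at 37 °C plus 30 min room temperature / Technique: Fluo-8 calcium dye fluorescence, kinetic read / Repeats: single replicate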
M4 PAM = positive allosteric modulators of human muscarinic M4 receptor | 360,000 compounds, 0.4% hits | activation, % at 3 µM | CHO-K1 hM4/Gqi5, Fluo-8 calcium fluorescence, ACh EC20; 0% = ACh EC20, 100% = maximal ACh | AID 624126;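 active means activation above its plate's cutoff, the mean activation of sample wells plus 3 SD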; further: some results filed as inactive read as strong as hits
CHRM5 antagonist = antagonists of human muscarinic M5 receptor (CHRM5); P08912; CHO-hM5 cells, Fluo-8 calcium fluorescence, ACh EC80; inhibition, % at 3 µM; 360,000 compounds, 0.59% hits; AID 624040;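 active means inhibition above a per-plate cutoff, the mean of that plate's test compounds plus 3 SD, cut at about 27% in these data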;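 further: 0% = acetylcholine EC80 with DMSO and 100% = DMSO without agonist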
M4 antag = CHRM4 antagonism in calcium assay; CHO-hM4 cells, ACh EC80, Fluo-8 calcium fluorescence; inhibition, % at 3 µM; AID 624125; 360,000 compounds, 0.73% hits; P08173;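 active means inhibition above its plate's cutoff, the mean inhibition of sample wells plus 3 SD, cut at about 27% in these data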;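 further: 0% = acetylcholine EC80 with DMSO and 100% = DMSO without agonist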
M5 ag = CHRM5 agonism in calcium assay. P08912. CHO-K1 hM5 cells, Fluo-8 calcium fluorescence; 0% DMSO wells, 100% maximal acetylcholine response. activation, % at 3 µM. 360,000 compounds, 0.19% hits. AID 624037;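 active means activation above the run's mean over test compounds plus 3 SD, cut at about 23% in these data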;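 further: signal is peak over basal fluorescence ratio across the kinetic read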
An asterisk follows results filed as active; . = no result given. Compounds were not picked by outcome (roughly 2.8% active in at least one column).

SMILES | CHRM1 antagonist | CHRM1 PAM | M4 ag | CRFBP-R2 agonist | CHRM5 PAM | M4 PAM | CHRM5 antagonist | M4 antag | M5 ag
Cc1ccc(-c2csc3ncnc(SCC(N)=O)c23)cc1 | -3 | 7 | 3 | -0.9 | 12 | 0 | -15 | -18 | -1
CN(C)C(=O)c1ccc2c(c1)n(C)c(=O)n2C | 6 | 4 | 1 | -0.4 | 1 | -1 | -1 | -4 | -2
O=S1(=O)N[C@@H](c2ccccc2)COc2cc(Br)ccc21 | -12 | 0 | 0 | 0.1 | -3 | -6 | 3 | 7 | -1
CCn1c(SCC(=O)Nc2ccc3[nH]c(=O)[nH]c3c2)nc2ccccc21 | 50* | -21 | 1 | -0.6 | -7 | -4 | 6 | -6 | -1
Cc1oc(-c2ccccc2F)nc1CS(=O)(=O)CC(=O)NCCCN1CCc2ccccc2C1 | -9 | -3 | 5 | -1.2 | -6 | -2 | -2 | -2 | -2
COC(=O)c1cc(COc2ccc3ccc(=O)oc3c2)c(C)o1 | 5 | 2 | 0 | -0.9 | -9 | 9 | -5 | -6 | -8
O=C1C2C3c4ccccc4C(c4ccccc43)C2C(=O)N1/N=C/c1cccc(O)c1 (stereo unspecified) | 3 | 4 | -1 | 2.6 | 1 | 8 | -11 | 2 | -1
COc1ccc(NC(=S)N2CCC(NC(=O)c3cccc(C)c3)CC2)cc1 | 0 | 3 | 0 | 1.6 | 1 | 2 | 0 | 4 | -1
Cc1nc(C)c(C(=O)OCC(=O)NCc2ccccc2)s1 | -4 | 4 | 1 | -0.3 | 1 | 6 | 2 | -8 | 4
Cc1ccc(OCCOc2cccc(/C=N/NC(N)=O)c2)cc1 | -10 | 2 | 2 | 0.1 | 1 | -6 | -1 | 5 | 1
CCCNC(=S)N1CCC(n2cnc3ccccc32)CC1 | -4 | 4 | 1 | 0.0 | -4 | -7 | -4 | -6 | -6
O=C1CC(SC2=NCCS2)C(=O)N1c1ccc(Br)cc1 (stereo unspecified) | -3 | -1 | 6 | -4.6 | 4 | 6 | -17 | -10 | -2
COc1cc2ccccc2cc1C(=O)Nc1ccc(Cl)cn1 | 2 | -2 | 0 | 4.0 | -2 | -1 | 3 | 1 | 0
CC1CC1C(=O)Nc1nc(-c2ccc(Cl)s2)cs1 (stereo unspecified) | 15 | -3 | -2 | 4.1 | -4 | -4 | 14 | -2 | -2
Cn1c(SCc2ccc(C(C)(C)C)cc2)nnc1C1COc2ccccc2O1 (stereo unspecified) | -10 | 7 | 0 | 5.4 | 4 | -8 | -2 | 3 | 4
Cc1ccccc1OCC(=O)Nc1ccc2c(c1)ncn2C | -5 | 5 | 2 | -0.8 | 7 | 10 | -5 | -9 | 2
COc1ccc(CN2CCC(C(=O)Nc3ccc(Oc4cccnc4)cc3)CC2)cc1 | 9 | -5 | 6 | -0.6 | -3 | -4 | 10 | -1 | -3
COC(=O)C1=C(C)N(CCCC(=O)O)C(=O)NC1c1ccccc1OS(=O)(=O)c1ccccc1[N+](=O)[O-] (stereo unspecified) | 3 | 2 | 0 | -1.5 | -1 | -4 | 14 | 8 | 0
Cc1cccc(N(C(=O)CNC(=O)c2ccco2)C(C(=O)NC2CCCC2)c2cccnc2)c1C (stereo unspecified) | -11 | 8 | 0 | -0.8 | 3 | 5 | -9 | -8 | 1
c1ccc(-c2nnc(OCC3CCCO3)c3ccccc23)cc1 (stereo unspecified) | -1 | 4 | 1 | -3.7 | -4 | -9 | 1 | 12 | -1

Record cards (already shown). Screens in order: CHRM1 antagonist, CHRM1 PAM, M4 ag, CRFBP-R2 agonist, CHRM5 PAM, M4 PAM, CHRM5 antagonist, M4 antag, M5 ag
CC1CC1C(=O)Nc1nc(-c2ccc(Cl)s2)cs1 (stereo unspecified) across the screens: 15, -3, -2, 4.1, -4, -4, 14, -2, -2
O=C1C2C3c4ccccc4C(c4ccccc43)C2C(=O)N1/N=C/c1cccc(O)c1 (stereo unspecified) across the screens: 3, 4, -1, 2.6, 1, 8, -11, 2, -1

The list goes on.
SMILES | CHRM1 antagonist | CHRM1 PAM | M4 ag | CRFBP-R2 agonist | CHRM5 PAM | M4 PAM | CHRM5 antagonist | M4 antag | M5 ag
CCCCNC(=O)C1(C)CCCCN1C(=O)c1cc(OC)ccc1Br (stereo unspecified) | 12 | -9 | 0 | . | 0 | 1 | -4 | -11 | -1
CC(=O)Nc1ccc(C(=O)CSc2cc(C)c3cccc(C)c3n2)cc1 | -2 | 7 | 1 | 0.4 | -1 | 10 | -3 | 4 | -1
COc1cccc(NC(=O)CCC(=O)NCc2ccco2)c1 | 5 | -4 | 1 | -0.7 | -4 | 3 | 2 | -2 | -6
COc1cc(CO)ccc1OCC(=O)N1CCc2ccccc21 | -8 | 4 | 1 | -1.1 | -7 | 0 | -2 | 2 | -4
O=C(CSc1ncccn1)Nc1ccc2[nH]c(=O)[nH]c2c1 | -1 | 5 | 0 | -1.7 | 4 | 10 | 6 | -3 | 1
Cc1ccc2c(Cl)c(C(=O)NCCCn3ccnc3)sc2c1 | -10 | 10 | 2 | -0.6 | -5 | -1 | 3 | 0 | -11
COc1ccc(C(=O)C2CCCN(Cc3cnc(N4CCOCC4)s3)C2)c(OC)c1 (stereo unspecified) | 0 | 7 | 2 | -0.8 | 5 | 1 | 2 | -3 | 0
COc1cccc(NC(=O)CCNS(=O)(=O)c2ccc3c(c2)oc(=O)n3C)c1 | -1 | 18 | 0 | 3.2 | -8 | 8 | 19 | -8 | -6
Cc1ccc(NC(=O)c2cc([N+](=O)[O-])ccc2N2CCOCC2)cc1S(=O)(=O)N(C)C | 52* | -23 | 6 | -2.8 | 1 | -44 | -2 | 49* | -16
NS(=O)(=O)c1ccc(NC2=CC(=O)C(=O)c3ccccc32)cc1 | -12 | 5 | 2 | -0.9 | 1 | -2 | 6 | 5 | -4
Cc1cccc(C)c1OCCNC(=O)CCC(=O)c1ccccc1 | -5 | 5 | 1 | -2.9 | -3 | -1 | 1 | -9 | 0
Cc1ccc(NC(=O)C2CCN(S(=O)(=O)c3ccc(Cl)c(C(F)(F)F)c3)CC2)nc1 | -8 | 5 | 2 | -1.1 | 0 | 4 | 4 | 2 | -2
CCc1cc(=O)oc2cc(OCC(=O)N(CC)CC)c(Cl)cc12 | -7 | 7 | 1 | -0.1 | -4 | 5 | -5 | -5 | 0
Cn1c(=O)n(C)c2cc(NS(=O)(=O)c3ccccc3[N+](=O)[O-])ccc21 | -22 | -3 | 3 | 0.2 | -6 | 9 | 4 | 2 | 0
CC(=O)c1ccc(S(=O)(=O)Nc2ccc(-n3cnnn3)cc2)cc1 | -7 | 4 | 0 | -1.0 | -13 | -1 | 8 | 4 | 2
CCCCc1cc(=O)oc2cc(OCC(=O)NC3CCN(Cc4ccccc4)CC3)ccc12 | 6 | 0 | 0 | 1.2 | -6 | 1 | 6 | 3 | -9
CCN(CC)S(=O)(=O)c1ccc(C(=O)Nc2ccc3c(c2)OCCO3)cc1 | 9 | -5 | 11 | 0.4 | -4 | 0 | -1 | 0 | 2
Cc1ccc(C(=O)COC(=O)c2ccccc2N2C(=O)C3C4CCC(C4)C3C2=O)cc1C (stereo unspecified) | -1 | 7 | 1 | -0.6 | -2 | 7 | 0 | 4 | 0
NC(=O)c1c(NC(=O)c2ccc([N+](=O)[O-])o2)sc2c1CCCC2 | -6 | 19 | 2 | -1.8 | 1 | 5 | -6 | -20 | -2
O=[N+]([O-])c1c(NCc2ccco2)ncnc1NCc1ccco1 | 10 | -3 | 0 | -1.9 | 4 | 5 | 4 | -12 | -3
COc1ccc(C(=O)c2ccc(N3CCN(C(=O)c4ccc(F)cc4)CC3)c(F)c2)cc1Br | -3 | 1 | 1 | 1.5 | 4 | 14 | -1 | 9 | 3
CC(NCCC(Cc1ccccc1)c1ccco1)c1ccccc1 (stereo unspecified) | 2 | -9 | 15 | 7.1 | -5 | -30 | -2 | -11 | -9
Cc1ccccc1NC(=O)c1cc2c(=O)n3cccc(C)c3nc2s1 | -4 | 6 | 1 | 0.7 | 2 | 4 | 9 | 8 | -2
O=C(OCC(=O)N1CCN(c2ccccc2)CC1)c1ncc(Cl)c(Cl)c1Cl | -4 | 13 | 1 | -0.3 | 2 | 9 | 0 | -9 | 0
COc1cc(C(=O)O)ccc1OCc1c(C)noc1C | 1 | 3 | 0 | 0.2 | 1 | -5 | 1 | 8 | -1
Cc1cccc(N=C2NC(=O)/C(=C\c3cccs3)S2)c1 | -5 | 6 | 0 | -2.1 | -11 | -4 | -3 | 4 | -5
COc1ccc(CC(CC(=O)O)C(=O)Nc2ccc(Cl)c(Cl)c2)cc1 (stereo unspecified) | -21 | 13 | 0 | 2.4 | -4 | -2 | 12 | 2 | 0
C=CCNC(=O)c1ccccc1NC(=O)C1CC(=O)N(C(C)C)C1 (stereo unspecified) | -20 | 17 | 2 | 0.7 | 8 | 2 | -3 | -7 | 2
O=C(OCC(=O)N1CCOCC1)c1cc2ccccc2oc1=O | 0 | 4 | 0 | 0.4 | -1 | 3 | 17 | 2 | 0
COc1ccc(CCc2nnc(CCC(=O)N(C)Cc3ccncc3C)o2)cc1 | -9 | 14 | 2 | -1.6 | 6 | 2 | -2 | 4 | -1

Of the compounds above, 7 have a Cl atom:
SMILES | CHRM1 antagonist | CHRM1 PAM | M4 ag | CRFBP-R2 agonist | CHRM5 PAM | M4 PAM | CHRM5 antagonist | M4 antag | M5 ag
COc1cc2ccccc2cc1C(=O)Nc1ccc(Cl)cn1 | 2 | -2 | 0 | 4.0 | -2 | -1 | 3 | 1 | 0
CC1CC1C(=O)Nc1nc(-c2ccc(Cl)s2)cs1 (stereo unspecified) | 15 | -3 | -2 | 4.1 | -4 | -4 | 14 | -2 | -2
Cc1ccc2c(Cl)c(C(=O)NCCCn3ccnc3)sc2c1 | -10 | 10 | 2 | -0.6 | -5 | -1 | 3 | 0 | -11
Cc1ccc(NC(=O)C2CCN(S(=O)(=O)c3ccc(Cl)c(C(F)(F)F)c3)CC2)nc1 | -8 | 5 | 2 | -1.1 | 0 | 4 | 4 | 2 | -2
CCc1cc(=O)oc2cc(OCC(=O)N(CC)CC)c(Cl)cc12 | -7 | 7 | 1 | -0.1 | -4 | 5 | -5 | -5 | 0
O=C(OCC(=O)N1CCN(c2ccccc2)CC1)c1ncc(Cl)c(Cl)c1Cl | -4 | 13 | 1 | -0.3 | 2 | 9 | 0 | -9 | 0
COc1ccc(CC(CC(=O)O)C(=O)Nc2ccc(Cl)c(Cl)c2)cc1 (stereo unspecified) | -21 | 13 | 0 | 2.4 | -4 | -2 | 12 | 2 | 0

Screening data deposited in PubChem by several laboratories.
